GalR3 antagonist = GalR3 antagonists in HEK293 cells, primary screen, cell-based, fluorescence readout; HEK293 GalR3-CNG cAMP membrane potential fluorescence; galR3 body fused to GalR1 C-terminus; inhibition, % at 3 µM; 0.44% of 360,000 active;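 active = inhibition above the screen-wide average plus 3 SD, cut at about 13% in these data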;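 note: forskolin and galanin both at EC90 stimulate the cells; cAMP rise reported by CNG channel membrane potential dye signal; 0% = forskolin plus galanin with DMSO and 100% = forskolin alone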
Target sequence (O60755 1-299 limits assumed): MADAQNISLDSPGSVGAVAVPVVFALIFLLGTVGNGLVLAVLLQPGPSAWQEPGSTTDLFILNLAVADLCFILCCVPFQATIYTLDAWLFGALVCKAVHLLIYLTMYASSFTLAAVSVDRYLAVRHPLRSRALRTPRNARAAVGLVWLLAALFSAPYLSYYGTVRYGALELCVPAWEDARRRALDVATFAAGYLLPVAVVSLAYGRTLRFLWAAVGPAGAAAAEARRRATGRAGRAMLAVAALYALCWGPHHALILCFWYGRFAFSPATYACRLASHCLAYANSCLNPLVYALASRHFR
OXTR potentiate = human OXTR potentiators, primary screen, fluorescence, CHO-OTR cells, Fluo-8 calcium. Oxytocin receptor (Homo sapiens), P30559. Fluo-8 calcium fluorescence, potentiator mode; 0% = oxytocin EC15, 100% = EC100. activation, % at 3 µM. 0.061% of 320,000 active. AID 2445, 2010;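 active = activation above that plate's cutoff, the mean activation of tested compounds plus 3 SD, cut at about 6.6% in these data, passing the limit was not always enough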;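 note: 100% uses oxytocin at 75 nM as the full agonist control; some results filed as inactive read as strong as hits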
Target sequence (P30559 whole entry, looked up): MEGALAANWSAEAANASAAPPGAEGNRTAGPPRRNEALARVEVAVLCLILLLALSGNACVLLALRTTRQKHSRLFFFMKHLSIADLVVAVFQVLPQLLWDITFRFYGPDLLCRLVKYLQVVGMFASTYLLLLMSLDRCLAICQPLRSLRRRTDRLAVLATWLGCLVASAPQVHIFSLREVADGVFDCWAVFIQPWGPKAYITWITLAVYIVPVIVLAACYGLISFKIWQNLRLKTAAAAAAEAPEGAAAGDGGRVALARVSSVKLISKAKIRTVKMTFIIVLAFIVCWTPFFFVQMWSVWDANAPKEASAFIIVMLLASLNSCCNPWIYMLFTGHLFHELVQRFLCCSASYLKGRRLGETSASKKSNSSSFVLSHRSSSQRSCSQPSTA
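test system = CHO-OTR cells, human receptor | compound = single-point 3.0 µM | schedule = 6 min compound pre-incubation at room temperature, 100 s kinetic read | signal = Fluo-8 no-wash calcium dye fluorescence, excitation 470-495 nm, emission 515-575 nm | repeats = single well per compound, singlicate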
V1R ag counter = agonists of human V1a receptor, primary screen, counter-screen for OXTR agonist project, fluorescence, CHO-V1R cells; Vasopressin V1a receptor (Homo sapiens), P37288; Fluo-8 calcium fluorescence, agonist mode; 0% DMSO, 100% 3 nM vasopressin; activation, % at 3 µM; 0.25% of 320,000 active; AID 2797, 2010;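 active = activation above the mean activation of all tested compounds plus 3 SD, per screening run, cut at about 20% in these data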;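 note: signal is peak over basal fluorescence ratio across a 100 second FLIPR read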
OXTR agonist = human OXTR agonists, primary screen, fluorescence, CHO-OTR cells, Fluo-8 calcium | Oxytocin receptor (Homo sapiens), P30559 | Fluo-8 calcium fluorescence; normalized: DMSO 0%, oxytocin 100% | activation, % at 3 µM | 0.32% of 320,000 active;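 active = activation above the mean of all tested compounds plus 3 SD, cutoff set per screening run, cut at about 20% in these data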;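 note: peak over basal fluorescence ratio from a 100 s FLIPR kinetic read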
Starred values were filed as active, the others as inactive; / = no result given. This is a subset (hit frequency here may not be typical).

SMILES	GalR3 antagonist	OXTR potentiate	V1R ag counter	OXTR agonist
NCC(=O)CCC(=O)O	/	-2	0.3	-1.0
O=C(Cc1ccc(S(=O)(=O)N2CCOCC2)s1)Nc1ccc(S(=O)(=O)N2CCCCC2)cc1	/	-6	2.4	1.1
CCC(c1ccc(O)cc1)C(CC)c1ccc(O)cc1 (stereo unspecified)	/	-6	0.6	0.1
CCOc1ccc(NC(=O)c2ccc3c(c2)C(=O)N(Cc2ccncc2)C3=O)cc1	-5	/	/	/
COc1ccc(-c2noc(CCC(=O)N3CCN(c4cccc(F)c4)CC3)n2)cc1	-7	/	/	/
CC1(C(=O)NS(=O)(=O)c2ccc(Cl)s2)CCN1C(=O)c1ccc(C2CCCCC2)cc1 (stereo unspecified)	-5	/	/	/
COc1ccc(CCNC(=O)c2ccc3c(c2)S(=O)(=O)N=C2CCCCCN23)cc1OC	-5	/	/	/
C=CCn1c(SCC(=O)N(CC)C2CCS(=O)(=O)C2)nc2scc(-c3ccccc3)c2c1=O (stereo unspecified)	-7	/	/	/
CCc1nc2c(OCc3ccccc3)cccn2c1N(C)C(C)=O	-7	/	/	/
O=C(NCc1ccncc1)c1ccc(-c2ccc(F)c(F)c2)c2ccoc12	29*	/	/	/
COc1cc(CN2CCC(C(=O)NC(C)(C)C)CC2)ccc1OCc1ccccc1	-7	/	/	/
C[C@H]1CCCCO[C@H](CN(C)Cc2ccncc2)[C@@H](C)CN([C@@H](C)CO)C(=O)c2cc(NS(=O)(=O)c3ccccc3)ccc2O1	1	/	/	/
CCN(CC)C(=O)C1=C(C)N(Cc2ccc(F)cc2)C(=O)C(CC(=O)NCCc2ccccn2)C1 (stereo unspecified)	8	/	/	/
CCCS(=O)(=O)NC(=O)C1(C)CCCN(C(=O)c2ccccc2Br)C1 (stereo unspecified)	-5	/	/	/
CCCn1c(N)c(C(=O)COC(=O)COc2ccc(Cl)c(C)c2)c(=O)n(C)c1=O	-1	/	/	/
COc1ccccc1N=NNc1ccccc1OC	-4	/	/	/
CC(C)CNC(=O)c1cccc2c(-c3ccc(F)c(F)c3)coc12	-5	/	/	/
NC(Cc1ccc(Cl)cc1)c1csc(NC(=O)NCCc2ccccc2)n1 (stereo unspecified)	-8	/	/	/
CC(C)N1C(=O)NC2NC(=O)N(C(C)C)C21 (stereo unspecified)	-8	/	/	/
CCc1noc(C)c1C(=O)N(CC)CC(=O)NCc1ccc(F)cc1	-5	/	/	/
O=C(NCc1ccc(F)cc1)c1cc(C2CCCCN2C(=O)CCCc2ccccc2)on1 (stereo unspecified)	-1	/	/	/
CC[C@H](C)[C@H]1CNC(=S)N1CC1CCN(CCC(C)(C)C)CC1	-4	/	/	/
Cc1cc(C(=O)N2CCc3ccccc32)ccc1[N+](=O)[O-]	-7	/	/	/
COc1cc(NC(C)=O)c2ncccc2c1Br	-5	/	/	/
CCNC(=O)C1(C)CCN(C(=O)c2cccc3ccccc23)C1 (stereo unspecified)	2	/	/	/
CN(CC(=O)Nc1c(Cl)cccc1Cl)C(=O)CNC(=O)c1sc2ccccc2c1Cl	-8	/	/	/
CSc1ccc(Cn2c(C)c(C(=O)NCc3ccc(F)cc3)sc2=O)cc1	-2	/	/	/
O=C(NCc1ccccc1)C(c1ccc(C(F)(F)F)cc1)N1CCN(CCN2CCOCC2)CC1 (stereo unspecified)	-3	/	/	/
O=C(Cc1cccc(NC(=O)C2CCCN(C(=O)C3CCCC3)C2)c1)Nc1cccc(C(=O)N2CCCCC2)c1 (stereo unspecified)	-6	/	/	/
NC(N)=NCCCS(=O)(=O)Nc1ccc(Nc2c3ccccc3nc3cc([N+](=O)[O-])ccc23)cc1	-5	/	/	/

Single records (already shown):
O=C(NCc1ccccc1)C(c1ccc(C(F)(F)F)cc1)N1CCN(CCN2CCOCC2)CC1 (stereo unspecified) in the list: GalR3 antagonist: -3; OXTR potentiate: /; V1R ag counter: /; OXTR agonist: /
COc1cc(NC(C)=O)c2ncccc2c1Br in the list: GalR3 antagonist: -5; OXTR potentiate: /; V1R ag counter: /; OXTR agonist: /

Next part:
SMILES	GalR3 antagonist	OXTR potentiate	V1R ag counter	OXTR agonist
Cc1cccc(S(=O)(=O)NC(=O)C2(C)CCN2C(=O)Cc2ccc(C(C)(C)C)cc2)c1 (stereo unspecified)	-6	/	/	/
Cc1cnc(-c2nc3ccccc3n2C(C(=O)NC(C)(C)C)c2ccncc2)cn1 (stereo unspecified)	-8	/	/	/
CC(NC(C(=O)c1ccccc1)c1ccccc1)c1ccccc1 (stereo unspecified)	-5	/	/	/
CC(=O)Nc1ccc(-c2ccnc3c2CC(C(=O)NC(C)C)O3)cc1 (stereo unspecified)	-8	/	/	/
CCNC(=O)C1(C)CCCN(Cc2cccc3c2OCCO3)C1 (stereo unspecified)	-5	/	/	/
Cc1ccccc1N=C1Nc2ccccc2N[C@]12C[C@H]1CCC(=O)N3CC[C@@H](C2)[C@@H]13	-4	/	/	/
CC1(C(=O)NS(=O)(=O)c2ccccc2C(F)(F)F)CCN1C(=O)CC1CCCCC1 (stereo unspecified)	-9	/	/	/
Cc1ccc(S(=O)(=O)N2C[C@H]3C(=O)C[C@@H](c4ccccc4)N(S(=O)(=O)c4ccc(C)cc4)[C@H]3C[C@H]2c2ccccc2Cl)cc1	-2	/	/	/
C=C1C(=O)[C@]23C[C@H]1CC[C@H]2[C@]1(C)[C@@H](OC(C)=O)CC[C@@](C)(C(=O)OC)[C@H]1C[C@@H]3OC(C)=O	-1	/	/	/
CC(C)(C)C(C(=O)NCc1ccccc1)N1CCN(CCN2CCOCC2)CC1 (stereo unspecified)	-1	/	/	/
Cc1ccc(NC(=O)c2ncn(CC(=O)NCc3ccc4c(c3)OCO4)n2)cc1C	0	/	/	/
CCOc1ccc(N2C(=O)C(C)CNC2=S)cc1 (stereo unspecified)	-6	/	/	/
CCCCn1nnnc1C(c1cc2ccccc2o1)N1CCN(CC(=O)NC(C)C)CC1 (stereo unspecified)	5	/	/	/
c1ccc(OCCOCCOc2ccccc2)cc1	-5	/	/	/
Cc1ccc([C@@H]2CC(=O)[C@@H]3CN(S(=O)(=O)c4ccc(C)cc4)[C@H](c4ccccc4)C[C@@H]3N2S(=O)(=O)c2ccc(Cl)cc2)cc1	-6	/	/	/
O=C(c1cc(COc2c(F)cccc2F)on1)N1CC[C@@H]2CCCC[C@H]2C1	-6	/	/	/
O=C(CCNS(=O)(=O)c1ccc(F)cc1)N1CCN(c2ncccn2)CC1	-2	/	/	/
COc1ccc(O)c(CN2CC3CCC(CC3)C2)c1	-7	/	/	/
N#CC(c1ccccc1)C(CC(=NO)c1ccccc1)c1ccccc1 (stereo unspecified)	-8	/	/	/
NC(=O)c1ncn([C@@H]2O[C@H](CNS(=O)(=O)c3cc4ccccc4s3)[C@@H](O)[C@H]2O)n1	0	/	/	/
COc1c(NC(C)=O)c2c(c([N+](=O)[O-])c1OC)C(=O)OC2	-4	/	/	/
CCc1nc2ccc(C(=O)NCCN3CCOCC3)cn2c1N(CCC(C)C)CCN(C)C	-4	/	/	/
CCCc1cc(CCC)n2nc(N)nc2n1	-2	/	/	/
O=C1CCCC2=C1C1(CCCC1)N=C(Nc1nc3cc(-c4ccccc4)ccc3o1)N2	-7	/	/	/
CC(C)(C)n1nnnc1C(CCc1ccccc1)N1CCN(C/C=C/c2ccccc2)CC1 (stereo unspecified)	-7	/	/	/
CCN(CC(=O)Nc1ccc2c(c1)OCCO2)C(=O)COc1ccc(C(C)=O)cc1	-3	/	/	/
CC1(C(=O)Nc2ccc3c(c2)OCCO3)CSCC(=O)N1C1CCN(Cc2ccccc2)CC1 (stereo unspecified)	1	/	/	/
NC(c1csc(NC(=O)Nc2ccccc2)n1)C1CCCCC1 (stereo unspecified)	-5	/	/	/
CCCS(=O)(=O)NC(=O)C1(C)CCCN(C(=O)CCc2cccs2)C1 (stereo unspecified)	-4	/	/	/
CC1CCCCC1NC(=O)c1cc(Cl)nc2ccccc12 (stereo unspecified)	-8	/	/	/
COc1cc(OC)cc(C(=O)NNC(=O)CCNS(=O)(=O)c2ccc(C)c(C)c2)c1	-3	/	/	/
CC(=O)Nc1ccc(CN2CCC(N3CCC(C(=O)NC4CC4)CC3)CC2)cc1	-4	/	/	/
COCCCNc1ccn2nc(-c3ccc(OCc4ccccc4)cc3)cc2n1	-5	/	/	/
COC(=O)C1=C(C)N(Cc2ccc(Br)cc2)C(=S)NC1c1cccc(Br)c1 (stereo unspecified)	-6	/	/	/
Cc1cccnc1C(NC(=O)C1CCN(CCOc2ccc(F)cc2)CC1)c1ccc(Cl)cc1 (stereo unspecified)	-8	/	/	/
CCCCN1C[C@H](CSC)[C@@H](CC(=O)Nc2ccc(OC)cc2)C1=O	-6	/	/	/
COc1ccc(CNC(=O)C2(C)Cc3c(-c4ccc5c(c4)OCO5)ccnc3O2)cc1OC (stereo unspecified)	2	/	/	/
CCCNC(=O)c1cc(C2CCCCN2S(=O)(=O)Cc2cccc(C(F)(F)F)c2)on1 (stereo unspecified)	-5	/	/	/
CCOC(=O)[C@]12CCCC=C1N(Cc1ccc3c(c1)OCO3)C(=O)[C@H](CC(=O)NCCc1ccccc1OC)C2	-4	/	/	/
COC(=O)C[C@H]1CC[C@@H](NC(=O)Nc2cccc(OC)c2)[C@@H](CO)O1	-4	/	/	/
COc1cccc(C(C)(O)c2nc(-c3ccc(OC)c(OC)c3)cs2)c1 (stereo unspecified)	0	/	/	/
C[C@@H]1CN([C@@H](C)CO)C(=O)CCCn2cc(nn2)CO[C@H]1CN(C)S(=O)(=O)c1ccc(C#N)cc1	-2	/	/	/
CN(C)CCCNC(=O)C[C@H]1C[C@H](C(=O)N2CCCCC2)[C@@]2(CCc3ccccc3)c3[nH]c4ccc(Cl)cc4c3CCN2C1=O	-4	/	/	/
COc1ccc(NC(=O)c2oc3ccc(S(=O)(=O)N4CCOCC4)cc3c2C)c(OC)c1	-6	/	/	/
Cc1ccc(S(=O)(=O)N2CCOCC2)cc1C(=O)N1CCN(S(=O)(=O)c2ccccc2F)CC1	-4	/	/	/
CCCCC(=O)N(C)c1c(CC)nc2c(OCC(=O)c3ccc(F)cc3)cccn12	-1	/	/	/
O=C(O)c1[nH]c(-c2ccccc2)c2c1C(=O)N(C1CC1)C2=O	-7	/	/	/
COc1cccc(N2CCN(C(=O)C3CCN(C(=O)Nc4ccccc4)CC3)CC2)c1	-1	/	/	/

As a short view, 16 of the compounds above.
SMILES	GalR3 antagonist	OXTR potentiate	V1R ag counter	OXTR agonist
COCCCNc1ccn2nc(-c3ccc(OCc4ccccc4)cc3)cc2n1	-5	/	/	/
COC(=O)C1=C(C)N(Cc2ccc(Br)cc2)C(=S)NC1c1cccc(Br)c1 (stereo unspecified)	-6	/	/	/
Cc1cccnc1C(NC(=O)C1CCN(CCOc2ccc(F)cc2)CC1)c1ccc(Cl)cc1 (stereo unspecified)	-8	/	/	/
CCCCN1C[C@H](CSC)[C@@H](CC(=O)Nc2ccc(OC)cc2)C1=O	-6	/	/	/
COc1ccc(CNC(=O)C2(C)Cc3c(-c4ccc5c(c4)OCO5)ccnc3O2)cc1OC (stereo unspecified)	2	/	/	/
CCCNC(=O)c1cc(C2CCCCN2S(=O)(=O)Cc2cccc(C(F)(F)F)c2)on1 (stereo unspecified)	-5	/	/	/
CCOC(=O)[C@]12CCCC=C1N(Cc1ccc3c(c1)OCO3)C(=O)[C@H](CC(=O)NCCc1ccccc1OC)C2	-4	/	/	/
COC(=O)C[C@H]1CC[C@@H](NC(=O)Nc2cccc(OC)c2)[C@@H](CO)O1	-4	/	/	/
COc1cccc(C(C)(O)c2nc(-c3ccc(OC)c(OC)c3)cs2)c1 (stereo unspecified)	0	/	/	/
C[C@@H]1CN([C@@H](C)CO)C(=O)CCCn2cc(nn2)CO[C@H]1CN(C)S(=O)(=O)c1ccc(C#N)cc1	-2	/	/	/
CN(C)CCCNC(=O)C[C@H]1C[C@H](C(=O)N2CCCCC2)[C@@]2(CCc3ccccc3)c3[nH]c4ccc(Cl)cc4c3CCN2C1=O	-4	/	/	/
COc1ccc(NC(=O)c2oc3ccc(S(=O)(=O)N4CCOCC4)cc3c2C)c(OC)c1	-6	/	/	/
Cc1ccc(S(=O)(=O)N2CCOCC2)cc1C(=O)N1CCN(S(=O)(=O)c2ccccc2F)CC1	-4	/	/	/
CCCCC(=O)N(C)c1c(CC)nc2c(OCC(=O)c3ccc(F)cc3)cccn12	-1	/	/	/
O=C(O)c1[nH]c(-c2ccccc2)c2c1C(=O)N(C1CC1)C2=O	-7	/	/	/
COc1cccc(N2CCN(C(=O)C3CCN(C(=O)Nc4ccccc4)CC3)CC2)c1	-1	/	/	/

Screens deposited in PubChem by The Scripps Research Institute Molecular Screening Center.
